FLuc counter – counter-screen for miR-21 project: firefly luciferase inhibitors or activators. AID 588342. P08659. 360,000 compounds, 6.9% hits. Potency, µM (top dose mostly 57.5 µM), for the others: top-dose activity change, negative = inhibition, most hits filed as inhibitors. purified FLuc, Km substrates, luminescence inhibition;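 further: potency means the concentration at half of the fitted maximal effect; plate controls were vehicle for no effect and reference inhibitor for full effect; nearly all actives have a fitted effect of over 55% in size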
Target sequence (P08659 whole entry, looked up): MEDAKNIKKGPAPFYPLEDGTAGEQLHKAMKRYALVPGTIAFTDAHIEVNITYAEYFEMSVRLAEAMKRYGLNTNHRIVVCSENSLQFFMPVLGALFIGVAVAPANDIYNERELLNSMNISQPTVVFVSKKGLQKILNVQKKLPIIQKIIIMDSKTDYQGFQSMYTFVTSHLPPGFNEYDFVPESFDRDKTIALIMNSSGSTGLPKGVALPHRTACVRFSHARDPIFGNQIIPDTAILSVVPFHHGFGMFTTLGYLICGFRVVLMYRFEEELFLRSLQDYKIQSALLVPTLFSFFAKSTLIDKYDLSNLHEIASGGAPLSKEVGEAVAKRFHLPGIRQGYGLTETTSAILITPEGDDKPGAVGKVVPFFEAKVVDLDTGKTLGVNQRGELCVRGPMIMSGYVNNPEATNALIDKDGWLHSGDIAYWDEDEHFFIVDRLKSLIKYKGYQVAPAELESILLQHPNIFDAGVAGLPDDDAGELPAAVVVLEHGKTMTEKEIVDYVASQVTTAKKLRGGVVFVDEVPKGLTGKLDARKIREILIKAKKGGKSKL
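Biochemical qHTS of compounds, final roughly 60 µM downward over six points, against 10 nM purified firefly luciferase using Km concentrations of substrates (10 uM D-luciferin, 10 uM ATP) in Tris acetate pH 7.5 buffer; luminescence output.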
NPC1 promoter act – activates the NPC1 promoter; Huh7 NPC1 promoter luciferase reporter, 24 h; Potency, µM (top dose mostly 9.22 µM), for inactives: at the top dose activation, actives largely listed as activators; 320,000 compounds, 2.4% hits; AID 485313;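 further: potency means the concentration at half of the fitted maximal effect; % of control where 0% means no effect; nearly all actives have a fitted effect of over 60% in size; reporter is driven by a mutant NPC1 promoter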
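Readout is luciferase luminescence, reflecting NPC1 promoter activation in stably transfected Huh7 cells after 24 h compound exposure at 37 °C in reduced-serum medium with 10% FBS.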
Tb PFK inh – blocks T. brucei phosphofructokinase | T. brucei PFK, ADP-Glo luminescence | Potency, µM (highest dose often 57.5 µM), for the others: top-dose activity, negative = inhibition, usual class: inhibitors | 330,000 compounds, 0.17% hits;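 further: potency means the concentration at half of the fitted maximal effect; 0% = uninhibited 1x PFK enzyme wells and -100% = no-enzyme wells; nearly all actives have a fitted effect of over 60% in size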
Target sequence (O15648 whole entry, looked up): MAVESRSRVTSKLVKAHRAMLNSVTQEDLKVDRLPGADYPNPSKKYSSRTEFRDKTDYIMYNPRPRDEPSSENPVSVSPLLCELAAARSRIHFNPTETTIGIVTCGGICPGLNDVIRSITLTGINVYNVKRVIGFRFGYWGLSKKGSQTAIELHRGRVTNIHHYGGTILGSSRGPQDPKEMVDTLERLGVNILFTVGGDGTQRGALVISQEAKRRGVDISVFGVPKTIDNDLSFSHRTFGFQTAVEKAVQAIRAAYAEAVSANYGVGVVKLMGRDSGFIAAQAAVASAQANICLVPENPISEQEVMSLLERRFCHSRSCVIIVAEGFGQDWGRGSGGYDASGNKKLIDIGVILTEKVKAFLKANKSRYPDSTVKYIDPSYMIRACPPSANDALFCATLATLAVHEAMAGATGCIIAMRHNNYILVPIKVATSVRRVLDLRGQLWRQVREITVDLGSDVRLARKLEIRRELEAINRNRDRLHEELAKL
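In TEA buffer at pH 8.0 with 5 mM MgCl2, enzyme (1.25 nM) converted F6P (0.5 mM) and ATP (0.1 mM) for 45 min at room temperature. ADP product was read by luciferase luminescence.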
TRPV1 ag – agonists of human vanilloid receptor 1 (TRPV1); TRPV1-expressing cells, Fluo-8 calcium influx, agonist mode; activation, % at 8.33 µM; 320,000 compounds, 0.19% hits; AID 540275; in the data active means activation above about 80%; inconclusive means between about 30% and that limit; further: 0% is about no effect
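Fluo-8 calcium influx in TRPV1-expressing cells, kinetic read (ex 480/em 520 nm). Compound added and read 3 min for agonist activity, followed by capsaicin at EC20 final and 2 min further read for enhancement.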
BRCA1 expr up – BRCA1 expression activation; MCF7-BRCA1-FFLuc reporter, luminescence, 48 h; response scale: scaled: vehicle 0%, 10 µM genistein 100%; Potency, µM (titrated, usually from 46.1 µM), for the others: at the top dose activation, most hits filed as activators; 380,000 compounds, 1.1% hits; further: potency means the concentration at half of the fitted maximal effect; nearly all actives have a fitted effect of over 80% in size; some results filed as inactive show a strong effect at the top dose
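Reporter cells (MCF7, BRCA1 promoter-firefly luciferase) received library compounds across a concentration series for 48 h. End-point luminescence was measured and concentration-effect curves derived after normalization.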
Rab9 promoter act – Rab9 promoter activation | 320,000 compounds, 2.8% hits | Potency, µM (top dose mostly 9.22 µM), for the others: at the highest dose activation, negative = inhibition, usual class: activators | Huh7 Rab9 promoter-luciferase reporter, luminescence, 24 h; further: potency means the concentration at half of the fitted maximal effect; % of control where 0% means no effect; nearly all actives have a fitted effect of over 60% in size
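Huh7 reporter line, Rab9 promoter upstream of luciferase. Compound exposure 24 h at 37 °C in reduced-serum medium with 10% FBS. Read-out: luminescence.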
ELG1 genotox – genotoxicity induction in ELG1-luciferase HEK293T cells. HEK293T ELG1-luciferase reporter, luminescence, 16 h. Potency, µM (doses to about 46 µM), without a hit: top-dose activity change, positive = activation, actives largely listed as activators. 330,000 compounds, 1.3% hits; further: potency means the concentration at half of the fitted maximal effect; % of control where 0% means no effect; nearly all actives have a fitted effect of over 60% in size
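Genotoxic stress is detected as increased luminescence from luciferase-tagged ELG1 in HEK293T cells, measured with ONE-Glo after a 16 hr treatment at 37 °C.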
Gal4-VP16 FLuc – inhibits Gal4-VP16 luciferase reporter, ROR gamma counter-screen; Drosophila S2 Gal4-VP16 UAS-luciferase, luminescence, 20 h; Potency, µM (doses to about 53.6 µM), for inactives: at the highest dose activity, negative = inhibition, actives largely listed as inhibitors; 310,000 compounds, 3.5% hits;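 further: Gal4-VP16 expression switched on by copper sulfate through the metallothionein promoter; potency means the concentration at half of the fitted maximal effect; on the % scale 0 is the no-effect control and ±100 the full control effect; nearly all actives have a fitted effect of over 50% in size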
p53 reactivator – mutant p53 re-activation in reporter cells | H1299 p53-A138V BP100-luciferase reporter, luminescence, 24 h | Potency, µM (highest dose often 92.2 µM), inactives show at the top dose activity change, positive = activation, most hits filed as activators | 320,000 compounds, 0.063% hits; further: potency means the concentration at half of the fitted maximal effect; % of control where 0% means no effect; nearly all actives have a fitted effect of over 45% in size
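p53-null H1299 cells stably carrying temperature-sensitive p53-A138V and a BP100-luciferase reporter were pinned with compounds (4-point, 1:5 series) and held 24 hrs at 37 deg C. Luminescence was read 10 min after detection reagent.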
RORg inh – blocks mouse ROR gamma transcriptional activity; P51450; Drosophila S2 Gal4-RORgamma UAS-luciferase reporter, 20 h; Potency, µM (highest dose often 53.6 µM), inactives show at the highest dose activity change, negative = inhibition, hits mostly inhibitors; 310,000 compounds, 5.4% hits; AID 2551; further: potency means the concentration at half of the fitted maximal effect; on the % scale 0 is the no-effect control and ±100 the full control effect; nearly all actives have a fitted effect of over 60% in size
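Luciferase reporter read in Schneider cells carrying Gal4-RORγ (mouse) and UAS-Photinus luciferase; cells given compound 1 h before 700 uM copper sulfate induction, then incubated 20 h at ambient temperature.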
ELG1 repair inh – blocks ELG1-dependent DNA repair in HEK293T cells | Potency, µM (doses to about 46.1 µM), for the others: at the highest dose activity change, negative = inhibition, hits mostly inhibitors | HEK293T ELG1-luciferase reporter, luminescence, 16 h; DNA damage induced by 5-fluorouridine | 330,000 compounds, 2.3% hits; further: potency means the concentration at half of the fitted maximal effect; on the % scale 0 is the no-effect control and ±100 the full control effect; nearly all actives have a fitted effect of over 55% in size
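HEK293T cells expressing luciferase-tagged ELG1 (2,000/well) received 5-Fluorouridine plus compound or DMSO for 16 hr at 37 °C. Luciferase was read by ONE-Glo luminescence after 30 min at room temperature.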
An asterisk follows results filed as active; ? = inconclusive; . = no result given; [ ] = remark or other dose. Unless noted, the call rests on the fitted dose curve; in most records, active means well fitted curve in the direction sought with a large enough effect; inconclusive means small, poorly fitted or top-dose-only effect, or another doubt; inactive means no such curve, though single readings can be large; an effect the other way counts as inactive or inconclusive.

canonical_smiles	FLuc counter	NPC1 promoter act	Tb PFK inh	TRPV1 ag	BRCA1 expr up	Rab9 promoter act	ELG1 genotox	Gal4-VP16 FLuc	p53 reactivator	RORg inh	ELG1 repair inh
COC(=O)c1ccccc1NC(=O)C1CCCO1 (stereo not given)	0%	0%	-11%	-4	-1%	3%	4%	-8%	-15%	-20%	8%
O=C(NCCc1cccc(Cl)c1)C1CCC(=O)N(Cc2ccc(Cl)cc2)C1 (stereo not given)	4%	-5%	-1%	8	-30%	0%	-4%	-4%	-4%	35%	1%
COc1cccc(OC)c1NC(=O)c1nc2c(nnn2Cc2ccccc2Cl)c(=O)[nH]1	?	-1%	7%	-3	-12%	-1%	10%	1%	-4%	-23%	-7%
O=C(CSc1nnc(CNC(=O)c2ccc(F)cc2)o1)NCc1ccccc1Cl	-8%	-4%	-2%	-4	-3%	-4%	0%	4%	-5%	20%	-9%
Cc1sc(NC(=O)C2CSC3(C)CCC(=O)N23)nc1-c1ccc(F)cc1 (stereo not given)	-3%	-2%	1%	-4	-67%	-3%	-13%	1%	-13%	20%	18µM*
Cc1ccc(C(=O)C[n+]2cc(-c3ccc(C)cc3)n3c2CCCCC3)cc1	-3%	-39%[inhibitor]	-4%	-1	-75%	-27%	-8%	5µM*	-11%	?	16µM*
CCS(=O)(=O)c1nc(S(=O)(=O)c2ccc(Cl)cc2)c(N2CCC(O)CC2)s1	4%	9%	-7%	4	-40%	-2%	-5%	-3%	-6%	-1%	4%
CCn1c(CNC(=O)c2ccc3c(c2)OCO3)nnc1SCC(=O)Nc1ccccc1F	-3%	2%	0%	0	0%	-3%	1%	2%	-1%	1%	6%
CCc1nnc(NC(=O)c2cccc(S(=O)(=O)N3CCc4ccccc43)c2)s1	6%	-1%	0%	-1	-4%	-1%	0%	-6%	0%	?	0%
O=C(/C=C/c1ccccc1)Oc1ccccc1C(=S)N1CCOCC1	3%	1%	1%	5	-6%	-1%	-1%	?	0%	-9%	0%
c1ccc(-c2cn3c(n2)SCC3)cc1	?	17%	28%	-3	?	21%	8%	5%	?	5%	?
COc1ccc(-n2nc(C(=O)NCC(=O)N3CCCCC3)c3ccccc3c2=O)cc1	3µM*	4%	0%	15	54%	11%	1%	-24%	8%	-35%	?
COc1cccc(N2C(=O)/C(=C\c3cccs3)NC2=S)c1	?	3%	2%	10	24%	18%	15%	?	5%	10µM*	?
COc1ccc(C(=O)N2CCC(C(=O)Nc3ccccc3C)CC2)cc1OC	-3%	-3%	13%	1	24%	3%	-9%	5%	-2%	-19%	9%
O=C(CCCN1C(=O)C(c2ccccc2)Oc2cccnc21)NCc1ccc(F)cc1 (stereo not given)	0%	-3%	-1%	?	-12%	0%	0%[9.26 µM]	-4%	-7%	-5%	-2%
C=C(C)C(=O)Nc1ccc2c(c1)OCCOCCOCCO2	5%	-3%	11µM*	3	4%	-1%	-2%	-2%	2%	2%	8%
COc1ccc(Br)cc1CN(C)CC(O)COc1ccc(Br)cc1 (stereo not given)	3%	1%	2%	-2	-15%	1%	-5%	-26%	-7%	32%	-14%
CC(C)N(C)CCOC(=O)c1ccccc1Br	3%	-3%	-1%	-2	-10%	-2%	7%	0%	-11%	-5%	2%
CCOC(=O)c1cnc2c(c(C)nn2CC)c1NC1CC1	-2%	-4%	0%	13	-5%	-5%	0%	-14%	-5%	3%	-14%
O=C(Nc1ccc(O)cc1)c1cc2n(n1)C(C(F)(F)F)CC(c1ccco1)N2 (stereo not given)	-19%	-11%	1%	0	-37%	-2%	0%	0%	1%	4%	-12%

3 entries already listed, ordered by heavy-atom count, descending:
canonical_smiles	FLuc counter	NPC1 promoter act	Tb PFK inh	TRPV1 ag	BRCA1 expr up	Rab9 promoter act	ELG1 genotox	Gal4-VP16 FLuc	p53 reactivator	RORg inh	ELG1 repair inh
CCc1nnc(NC(=O)c2cccc(S(=O)(=O)N3CCc4ccccc43)c2)s1	6%	-1%	0%	-1	-4%	-1%	0%	-6%	0%	?	0%
O=C(/C=C/c1ccccc1)Oc1ccccc1C(=S)N1CCOCC1	3%	1%	1%	5	-6%	-1%	-1%	?	0%	-9%	0%
CCOC(=O)c1cnc2c(c(C)nn2CC)c1NC1CC1	-2%	-4%	0%	13	-5%	-5%	0%	-14%	-5%	3%	-14%

New compounds follow
canonical_smiles	FLuc counter	NPC1 promoter act	Tb PFK inh	TRPV1 ag	BRCA1 expr up	Rab9 promoter act	ELG1 genotox	Gal4-VP16 FLuc	p53 reactivator	RORg inh	ELG1 repair inh
COc1cccc(-n2nnc3c(=O)n(CC(=O)NCC4CCCO4)cnc32)c1 (stereo not given)	-2%	0%	-19%	8	-7%	-7%	-6%	-9%	8%	-8%	4%
COc1ccc(NC(C)=O)cc1NC(=O)c1cccc(S(=O)(=O)N2CCN(Cc3ccccc3)CC2)c1	1%	3%	-3%	1	-24%	12%	1%	.	-8%	.	?
Cc1noc(C)c1COc1cccc(C(=O)Nc2ccc(OCc3ccccc3)cc2)c1	8.5µM*	0%	1%	-2	-1%	-1%	-10%	-1%	13%	15%	-13%
CC(C)C1N(C(=O)CN2CCCCC2)CCN1S(=O)(=O)c1ccccc1 (stereo not given)	0%	0%	-4%	1	2%	-4%	1%	-1%	0%	11%	16%
CCOC(=O)N1CCN(C(=O)CCc2ccccc2)CC1	-4%	-8%	1%	2	0%	6%	-4%	-15%	7%	-26%	11%
FC(F)(F)c1ccccc1NC(=S)N1CCN(c2ccccn2)CC1	2%	-10%	-6%	2	-44%	-10%	-11%	2%	5%	?	?
O=C(CSc1ccc(Br)cc1)NCC1CCCO1 (stereo not given)	-1%	1%	0%	16	46%	-7%	-2%	19%	23%	7%	2%
CCOC(=O)COc1ccc(S(=O)(=O)NCc2ccncc2)cc1	1%	-15%	-3%	3	-11%	-24%	?	11µM*	-2%	?	-4%
CS/C(=C\[N+](=O)[O-])Nc1ccc(OC(F)(F)F)cc1	?	-22%	-2%	0	-40%	-13%	-1%	-14%	-11%	-21%	-9%
COc1ccccc1Nc1ccc(NC(=O)c2cccc([N+](=O)[O-])c2C)cc1	-16%	0%	-4%	13	-37%	0%[1.84 µM]	-13%	14%	6%	-7%	?
CC1CC(=O)C2=C(C1)OC(N)=C(C#N)C2c1coc2ccccc2c1=O (stereo not given)	-3%	-1%	-6%	4	-21%	1%	4%	.	?	-28%[0.365 µM]	14%
CCOc1cc(-c2nc(-c3ccc(C)nc3OC)no2)cc(OCC)c1OCC	0%	-4%	3%	-1	-16%	1%	-5%	-6%	1%	3%	5%
O=C(COC(=O)c1cncc(Br)c1)NCc1ccccc1Cl	-4%	-3%	-5%	8	-1%	1%	0%	-4%	0%	2%	10%
O=C(Nc1ccc(N2CCOCC2)cc1)c1cn2ccccc2n1	1.7µM*	?	-1%	-4	-42%	?	3%	-8%	-3%	1%	?
Cc1ccc(Nc2cc(C)nc(N3CCOCC3)n2)c(C)c1	-2%	-1%	-3%	?	-28%	-5%	-3%	-4%	-6%	24%	-7%
CC(=O)c1cccc(N(CC(=O)Nc2ccc(S(=O)(=O)N3CCOCC3)cc2)S(C)(=O)=O)c1	3%	-8%	-2%	0	-6%	-3%	1%	-2%	-14%	16%	-1%
CCC(=O)OC1CSc2nc3ccccc3n2C1 (stereo not given)	7%	-1%	-4%	1	5%	1%	4%	-12%	-2%	-20%	2%
CCOCCOC(=O)C1=C(C)NC(=O)NC1c1ccc2c(c1)OCO2 (stereo not given)	0%	3%	-1%	0	-1%	0%	-1%	-5%	7%	0%	-11%
CC(C)(C)OC(=O)C[C@H]1C/C=C\C[C@H](CC(=O)N[C@@H](CO)Cc2ccccc2)C(=O)N[C@H](C(C)(C)C)COC1=O	.	.	-13%	.	-13%	.	1%	.	-5%	.	-13%
COc1ccc(NC(=O)CSc2nnc(Cc3ccc(C)cc3)c(=O)n2N)cc1OC	1%	-1%	0%	0	0%	0%	-2%	.	-2%	.	0%
Cc1c(C(=O)NCc2cccnc2)oc2ccc(S(=O)(=O)N3CCC4(CC3)OCCO4)cc12	-3%	1%	-2%	7	-4%	-5%	-6%	0%	-1%	5%	23µM*
Cc1ccc2c(c1)[C@H]1[C@H](CO2)[C@H](c2ccccc2)[C@]2(C)C(=O)N(Cc3ccccc3)CC(=O)N12	.	.	1%	.	-10%	.	-7%	.	-3%	.	?
COc1ccccc1NC(=O)CN1CCN(CC(=O)Nc2ccc(F)cc2)CC1	3%	-5%	-3%	2	-17%	-3%	-3%	5%	1%	-18%	-18%
NS(=O)(=O)c1ccc(Sc2nc3ccccc3s2)c([N+](=O)[O-])c1	1%	-30%[inhibitor]	-4%	11	-9%	-29%	-11%	10µM*	-10%	-33%	18%
Cc1ccc(C)c(NC2=NC3(CCCCC3)N=C(N)N2)c1	2%	-9%	-2%	-1	-72%	-3%	-4%	-15%	-5%	-26%	2%
c1ccc(-c2cnnc(SCc3cn4cccnc4n3)n2)cc1	-9%	9%	1%	16	16%	1%	8%	-5%	-3%	0%	20%
